# Screening data (PubChem)
# FLuc inh counter – Photinus pyralis luciferase inhibition counter-screen; ATPLite firefly luciferase biochemical luminescence, 10 min; inhibition, % at 10 µM; 200,000 tested, 1.5% active;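 active means inhibition above about 50% when tested at 10 µM, limit read from the data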
# Target sequence (P08659 whole entry, looked up): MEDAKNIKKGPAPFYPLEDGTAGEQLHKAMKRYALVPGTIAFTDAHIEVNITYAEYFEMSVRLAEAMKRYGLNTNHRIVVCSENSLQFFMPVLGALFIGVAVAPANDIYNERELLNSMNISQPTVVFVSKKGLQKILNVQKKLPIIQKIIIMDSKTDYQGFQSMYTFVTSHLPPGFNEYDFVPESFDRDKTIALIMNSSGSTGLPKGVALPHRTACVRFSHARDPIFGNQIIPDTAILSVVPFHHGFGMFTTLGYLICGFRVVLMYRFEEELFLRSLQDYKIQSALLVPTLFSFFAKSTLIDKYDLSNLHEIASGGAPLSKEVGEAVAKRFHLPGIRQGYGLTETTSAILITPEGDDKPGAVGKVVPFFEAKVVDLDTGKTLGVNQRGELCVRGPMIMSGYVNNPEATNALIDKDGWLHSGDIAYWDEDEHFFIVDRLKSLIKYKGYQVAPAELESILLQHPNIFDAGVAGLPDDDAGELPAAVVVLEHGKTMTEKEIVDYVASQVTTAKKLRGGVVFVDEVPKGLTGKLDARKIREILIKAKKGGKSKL
# L major viab – inhibitors of Leishmania major promastigote growth; AID 1063; 200,000 tested, 9% active; Leishmania major promastigotes, resazurin fluorescence viability; inhibition, % at 10 µM; in the data active means inhibition above about 50%;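 further: promastigotes grown with compound for 44 hours at 28 °C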
# FLuc stim CS – affects firefly luciferase, flagging false hits in luciferase stimulation screens; P08659; ATPlite luciferase biochemical, luminescence, 10 min; 0 = ATP-free wells, 1 = DMSO control; activation factor at 10 µM; 200,000 tested, under 10 active; AID 1027;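 active means luciferase activation factor, scaled between plate controls, of at least 2 with compound at 10 µM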
#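 Assay system: Luciferase/luciferin detection reagent, cell-free biochemical luciferase assay / Read-out: luciferase activation / Benchmarks: No-ATP low control, compound-free enzyme-plus-ATP high control / Medium: PBS buffer for ATP / Detection: luminescence measurement of luciferase light output / Schedule: 10 min at ambient temperature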
# RAM inhibit – blocks the yeast RAM network | AID 868 | S. cerevisiae dse1pr::URA3 reporter, 5-FOA growth OD615, 2 d; analog-sensitive cbk1-as2 kinase mutant strain | inhibition, % at 50 µM | 190,000 tested, 1.8% active;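 active means inhibition above a set limit, 3 SD over mean compound inhibition, cut at about 8.4% in these data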;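 further: 0% = DMSO-only wells with no growth and 100% = 10 µM 1-NA-PP1 full growth; inhibition rescues growth on 5-FOA so higher OD means more RAM inhibition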
# TNAP inh hiacc – blocks human TNAP under high phosphate acceptor concentration; AID 1135; P05186; 200,000 tested, 0.03% active; inhibition, % at 20 µM; purified TNAP, CDP-star luminescence, 1 M DEA;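 active means over 50% inhibition of tissue-nonspecific alkaline phosphatase at 20 µM in the single-dose screen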;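 further: plate controls were DMSO wells for no effect and EDTA-quenched wells as full inhibition for full effect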
# Target sequence (P05186 whole entry, looked up): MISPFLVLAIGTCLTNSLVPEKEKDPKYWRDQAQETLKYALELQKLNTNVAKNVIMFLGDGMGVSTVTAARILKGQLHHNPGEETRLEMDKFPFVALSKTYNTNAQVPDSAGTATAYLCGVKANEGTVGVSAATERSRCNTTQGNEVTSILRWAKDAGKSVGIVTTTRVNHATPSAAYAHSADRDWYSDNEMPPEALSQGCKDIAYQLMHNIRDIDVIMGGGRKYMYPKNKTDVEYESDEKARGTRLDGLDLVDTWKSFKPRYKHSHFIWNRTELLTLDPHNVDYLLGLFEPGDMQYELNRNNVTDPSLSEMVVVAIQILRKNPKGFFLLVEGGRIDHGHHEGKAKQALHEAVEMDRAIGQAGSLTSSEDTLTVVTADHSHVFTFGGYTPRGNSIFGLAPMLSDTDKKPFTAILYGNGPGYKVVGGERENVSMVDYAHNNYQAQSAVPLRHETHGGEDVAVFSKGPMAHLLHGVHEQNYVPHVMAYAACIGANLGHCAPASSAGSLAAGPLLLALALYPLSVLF
# TNAP act hiacc – TNAP (human) activation, high acceptor. purified TNAP, CDP-star luminescence, 1 M DEA, 30 min; hits give high values; 0 = EDTA background, 1 = DMSO-only activity. activation factor at 20 µM. P05186. 200,000 tested, under 10 active. AID 1136;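 active means activation factor at least 2 at 20 µM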
#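 Control set: EDTA negative control, DMSO positive control / Assay system: human TNAP / Quantity: TNAP 1/800 final / Evaluation: TNAP activation factor scaled between EDTA and DMSO control wells / Measured by: luminescent substrate turnover signal / Compound dosing: one dose, 20 µM / Times: 30 min enzyme reaction at room temperature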
# bIAP inhibitor – intestinal alkaline phosphatase (bovine) inhibition. inhibition, % at 20 µM. 190,000 tested, under 10 active. purified bovine IAP, CDP-star luminescence, 30 min;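 active means over 50% inhibition of intestinal alkaline phosphatase at 20 µM in the single-dose screen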
#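 System: Purified bovine intestinal alkaline phosphatase (IAP) enzyme | Input: IAP diluted 1/65,000,000 in the well | Also added: CDP-star chemiluminescent phosphatase substrate, 30 µM final | Dosing: 20 µM single dose | Times: Enzyme reaction for 30 min at room temperature | Detection: Luminescence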
# APP 5UTR inh – APP translation inhibition. SH-SY5Y APP 5'UTR-luciferase reporter, luminescence. inhibition, % at 2 µM. 190,000 tested, 0.82% active. AID 1285;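 active means inhibition above a set limit, derived from the sample mean plus 3 SD, cut at about 45% in these data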; further: values of inactives mirror those of a sister screen read the other way
# TNAP inh noacc – inhibitors of human TNAP without phosphate acceptor; P05186; purified TNAP, CDP-star luminescence, 30 min; inhibition, % at 20 µM; 200,000 tested, 0.26% active;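 active means tissue-nonspecific alkaline phosphatase inhibition above about 50% at 20 µM in the single-dose screen, limit read from the data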;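 further: 0% = DMSO negative control and 100% = EDTA positive control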
# bIAP activator – intestinal alkaline phosphatase (bovine) activation | purified bovine IAP, CDP-star luminescence, 30 min; hits give high values; fold of DMSO-control signal, blank-subtracted | activation factor at 20 µM | 200,000 tested, 0.17% active;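 active means activation factor of 2 or more at 20 µM, a signal rise over negative controls twice the positive control's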
# Starred values were filed as active, the others as inactive; . = not tested or not shown; & = joins results of further samples.
SMILES,FLuc inh counter,L major viab,FLuc stim CS,RAM inhibit,TNAP inh hiacc,TNAP act hiacc,bIAP inhibitor,APP 5UTR inh,TNAP inh noacc,bIAP activator
Cn1cccc1Cc1nnc(SCC(=O)Nc2ccccc2F)n1-c1ccc(F)cc1,-4,2,1,2.5,0,1,2,9,-14,1
CC(C)NC(=O)c1onc(CSc2cccc3ccccc23)c1C(=O)O,-2,-8,1,7.6,-1,1,-5,0,-9,1
O=C(Nc1nc2c(s1)CCCC2=O)c1cnccn1,3,-3,1,2.3,-1,1,2,-3,-8,1
COc1cccc(C(=O)Oc2ccccc2/C=C\C(=O)c2cc3ccccc3o2)c1,16,100*,0.8,16*,22,0.8,7,-61,1,0.9
O=C(NCc1cccnc1)c1cccc2c1C(=O)N(C1CCCCC1)C2,-5,3,1,2.2,2,1,4,0,0,1
COc1ccc(CCC(C)Nc2cccc(C)c2)cc1 (stereo not given),-7,10,1.1,1.4,-4,1,11,-3,-8,0.9
O=C(NCc1ccccc1)C1CCN(C(=O)NCc2ccccc2)CC1,-6,-7,1.1,3.0,-9,1.1,5,0,-13,1
NC(=O)CN1C(=O)C(O)(CC(=O)c2ccccc2O)c2ccccc21 (stereo not given),-6,-10,1.1,-0.1,-3,1,12,2,-13,0.9
O=P(/C(=N/O)Sc1ccccc1)(N1CCOCC1)N1CCOCC1,1,-7,1,0.5,-5,1,-3,11,-7,1
Cc1ccccc1C(=O)NC(=S)Nc1sc2c(c1C#N)CCC(C)C2 (stereo not given),-3,-3,1,2.3,0,1,19,-13,4,0.8
Cc1ccc(C(=O)NC(NC(=S)Nc2ccc(S(N)(=O)=O)cc2)C(Cl)(Cl)Cl)cc1 (stereo not given),-5,0,1,1.6,3,1,-1,-42,20,1
COc1ccc(NC(=O)Cn2c(=O)sc3ccccc32)c(OC)c1,-1,6,1,0.3,-3,1,7,-3,-5,0.9
O=C(NCc1ccco1)C1CCC(N2C(=O)C3C4CCC(C4)C3C2=O)CC1 (stereo not given),20,0,0.8,1.8,-1,1,-18,-12,-5,1.2
Cc1nc2ccc(S(=O)(=O)NCC(=O)N(C)Cc3ccco3)cc2s1,-6,-5,1.1,-1.1,-5,1.1,8,-7,-12,0.9
Cc1cc(-c2nn(-c3ccccc3F)cc2CN2CCC(O)CC2)c(C)s1,-3,2,1,-1.2,2,1,-7,-2,9,1.1
CSc1ccc(S(=O)(=O)N2CCN(Cc3ccc4c(c3)OCO4)CC2)cc1,-3,82*,1,0.8,0,1,17,-14,-15,0.8
Nc1nc(NC(=O)/C=C/c2ccccc2)nn1-c1ccccc1,4,0,1,0.1,-1,1,0,-6,-4,1
c1ccc(Cn2ncc3c(N4CCCCC4)ncnc32)cc1,-6,-5,1.1,2.0,-4,1,2,-5,-11,1
CCOc1ccc(C2OC34CCCCC3C(C#N)(C#N)C2(C#N)C(=N)O4)cc1OC (stereo not given),-4,14,1,0.6,-4,1,-3,3,-3,1
Cc1cc(C)c2c(c1)cc(C)c1nnc(SCC(=O)Nc3cc(C)on3)n12,-5,4,1,2.7,-12,1.1,2,8,-23,1
CCN(C(=O)CSc1nnc(Nc2ccccc2C)s1)C1CCS(=O)(=O)C1 (stereo not given),-4,-8,1,-0.9,-2,1,4,8,-14,1
CCN(CC)S(=O)(=O)c1cc(NC(=O)C(=O)c2c(-c3ccccc3)cc3ccccn23)ccc1C,-3,91*,1,8.4,-6,1.1,-4,93*,9,1
C=CCNC(=S)NNC(=O)c1ccc(Br)o1,-4,-8,1,3.0,1,1,2,-13,-148,1
O=C(CSc1ccc2nnc(-c3cccc(F)c3)n2n1)NCC1CCCO1 (stereo not given),-2,4,1,2.0,-1,1,4,-21,-16,1
COc1ccc(NC(=S)NC(=O)/C=C/c2ccco2)cc1,-2,0,1,2.4,0,1,-22,-25,-4,1.2
CCOC(=O)COc1ccc2c(c1)c(C(=O)OCC)c(C)n2CC,-6,-8,1.1,6.4,-6,1.1,-1,3,-7,1
O=c1cccc2n1Cc1cc3ccccc3nc1-2,0,6,1,1.5,2,1,0,-68,1,1
c1ccc(-c2nnc(OCc3cccnc3)c3ccccc23)cc1,-1,14,1,1.4,-6,1.1,0,-9,-15,1
COc1ccc(NC(=O)c2ccc(C)o2)c([N+](=O)[O-])c1,2,-4,1,1.7,6,0.9,14,-34,-4,0.9
Cc1ccc(C(=O)OCC(=O)Nc2ncc(C(F)(F)F)cc2Cl)cc1NC(=O)c1ccco1,-9,18,1.1,4.5,-6,1.1,8,7,4,0.9
CCc1nc(SCC(=O)c2cccc([N+](=O)[O-])c2)n[nH]1,-4,61*,1,3.2,-5,1,21,-8,5,0.8
O=C(COc1cccc2cccnc12)N/N=C/c1ccc(O)cc1,13,6,0.9,0.1,0,1,0,-2,-6,1
N=C1S/C(=C\c2ccccc2)C(=O)N1c1ccc(F)cc1,-3,-6,1,6.6,2,1,-4,10,-33,1
O=P(O)(c1ccc(Cl)cc1)c1ccc(Cl)cc1,-7,-2,1.1,0.7,-5,1.1,6,10,-9,0.9
Cc1nc2cc(NC(=O)N3CCCCC3)ccc2n1C,5,-5,1,0.6,3,1,-15,-27,-1,1.1
Cc1c(NC(=O)CSc2nc3ccccc3n2C)c(=O)n(-c2ccccc2)n1C,-5,-3,1,-0.4,-9,1.1,-3,-9,-16,1

# Three compounds from above, sorted by length of the SMILES, highest first.
SMILES,FLuc inh counter,L major viab,FLuc stim CS,RAM inhibit,TNAP inh hiacc,TNAP act hiacc,bIAP inhibitor,APP 5UTR inh,TNAP inh noacc,bIAP activator
Cc1ccc(C(=O)OCC(=O)Nc2ncc(C(F)(F)F)cc2Cl)cc1NC(=O)c1ccco1,-9,18,1.1,4.5,-6,1.1,8,7,4,0.9
Cc1c(NC(=O)CSc2nc3ccccc3n2C)c(=O)n(-c2ccccc2)n1C,-5,-3,1,-0.4,-9,1.1,-3,-9,-16,1
N=C1S/C(=C\c2ccccc2)C(=O)N1c1ccc(F)cc1,-3,-6,1,6.6,2,1,-4,10,-33,1

# Other entries.
SMILES,FLuc inh counter,L major viab,FLuc stim CS,RAM inhibit,TNAP inh hiacc,TNAP act hiacc,bIAP inhibitor,APP 5UTR inh,TNAP inh noacc,bIAP activator
CC(=O)C1=C(O)C(=O)N(Cc2ccco2)C1c1ccccc1F (stereo not given),-1,2,1,5.1,0,1,-11,14,-1,1.1
COc1ccc(CN(C)CC(=O)Nc2cc3oc4ccccc4c3cc2OC)c(OC)c1,-4,97*,1,-1.1,-7,1.1,-12,6,-8,1.1
Cc1ccc(CNCC(O)(c2ccccc2)c2ccc(F)cc2)cc1 (stereo not given),-2,-1,1,-1.3,-5,1,19,.,-14,0.8
CCN(CC)c1ccc(SS(=O)(=O)O)cc1,1&1,-1&-6,1&1,2.0&0.7,-6&0,1.1&1,6&-4,3&-6,-11&-6,0.9&1
CCC(C)(C)C(=O)Nc1cccc(Cl)c1C,-8,0,1.1,2.8,-5,1.1,2,-7,-10,1
Cc1ccc(C(=O)NCC(=O)OCC(=O)Nc2ccc(Cl)cc2C(F)(F)F)cc1C,-7,-9,1.1,2.4,1,1,-7,6,-8,1.1
CC(C)c1nc(SCC(=O)Nc2ccc3c(c2)OCCO3)n[nH]1,-4,-7,1,3.3,-1,1,-4,-31,-8,1
Cc1nc2c(C(=O)NCc3ccc4c(c3)OCO4)c[nH]n2c(=O)c1Cc1ccccc1F,-2,-4,1,0.1,2,1,2,10,-3,1
Nc1c(C(=O)NCCN2CCOCC2)c2nc3ccccc3nc2n1-c1cccc(F)c1,-5,43,1,-1.4,-3,1,-26,-6,-12,1.3
O=C(Cc1ccccc1)NCc1ccc(F)cc1,3,-5,1,4.3,1,1,9,-17,-9,0.9
O=C(Nc1nc2ccccc2[nH]1)C1CC1,4,4,1,3.8,-2,1,-26,-10,-28,1.3
CCN(CC(=O)Nc1cccc(S(=O)(=O)N2CCCC2)c1)CC(=O)Nc1ccccc1OC,-2,4,1,0.8,-1,1,-36,-9,-14,1.4
O=c1c2ccccc2c(C=Nc2cccc(O)c2)c(O)n1-c1ccc2c(c1)OCO2,-6,-1,1.1,4.0,-1,1,14,-12,-7,0.9
NC(=O)CSc1nnc(-c2cc(-c3cccs3)nc3ccccc23)o1,-5,3,1.1,7.9,-4,1,15,-1,-9,0.9
CNc1ccc(Br)cc(C(=O)/C=C/c2ccc(Cl)cc2Cl)c1=O,20,99*,0.8,2.5,4,1,18,23,12,0.8
CC(=O)c1cccc(NC(=S)NC2CCCCC2)c1,-4,7,1,0.8,-3,1,1,-11,-4,1
COc1cccc(CNC(=O)CSc2cc(=O)n(C)c3ccccc23)c1,-4,-5,1,0.5,-2,1,-7,12,-4,1.1
Cc1nn(-c2ccccc2)c(C)c1NC(=O)COc1ccc2ccccc2c1,-2,-4,1,0.1,-4,1,-8,-3,-15,1.1
CC(=O)N1C(c2ccccc2)CC(=O)OC1c1ccc2c(c1)OCO2 (stereo not given),-4,-7,1,0.6,3,1,7,8,-8,0.9
CCc1cc(=O)n2[nH]c(C)c(-c3ccccc3OC)c2n1,0,-7,1,0.0,-1,1,-7,-23,-5,1.1
Cc1ccccc1CS(=O)(=O)CC1(O)CCN(C(=O)c2cccc(C(F)(F)F)c2)CC1,-3,-5,1,2.8,-1,1,5,-8,-10,1
COc1ccc(Cc2nnc(-c3ccccc3)o2)cc1,5,3,0.9,0.8,-1,1,9,-14,-6,0.9
Cc1ccc(-n2cccn2)c([C@@H]2C[C@H]3CN(C)C(=O)[C@]34CCCN24)c1,-7,3,1.1,1.2,-1,1,-20,-9,-3,1.2
CSCC(C)N1CCC(CO)(CCc2ccccc2)CC1 (stereo not given),-2,82*,1,2.0,0,1,13,-17,-1,0.9
Nc1nc(-c2ccccc2)cn1N,-4,3,1,-0.7,-5,1.1,0,-25,9,1
COc1cccc(C(=O)NCCSc2ccc(C)cc2)c1,4,-1,1,0.9,-4,1,2,-17,-16,1
CCc1cc(C(=O)N2CCCC(CNC(=O)c3ccc(-c4ccccc4)cc3)C2)no1 (stereo not given),7,1,0.9,1.4,-6,1.1,6,17,-14,0.9
O=C(c1ccccc1)N(Cc1nc2ccccc2c(=O)[nH]1)C1CCCC1,-6,4,1.1,0.4,-2,1,-3,-14,5,1
CCCc1cc(=O)[nH]c(SCC(=O)N2CCCc3ccccc32)n1,72*,0,0.3,1.6,-7,1.1,-20,-10,-3,1.2
CCCCc1n[nH]c2c1C(=O)CC(C)(C)C2,-4,-8,1,0.6,-3,1,-24,-11,87*,1.2
COc1cc(OC)cc(-c2nnc(SCc3cccnc3)o2)c1,-4,19,1,0.1,-5,1,2,-8,-10,1
CC(C)CCOc1ccc(-c2c(=O)n(OCc3ccc([N+](=O)[O-])cc3)c3ccccc3[n+]2[O-])cc1,0,-1,1,2.5,-1,1,2,2,0,1
COc1ccc(-c2cc(C(F)(F)F)nc(SCC(N)=O)n2)cc1,2,-1,1,5.8,-4,1,1,-11,-9,1
O=Cc1ccc(OCc2ccccn2)cc1,13,-3,0.9,0.4,0,1,-73,-12,-7,1.7

# Not a hit list, and some 13% of all compounds hit somewhere here.
